Bioassay records: PubChem BioAssay, The Scripps Research Institute Molecular Screening Center
MITF primary: MITF inhibitors, primary screen, biochemical, AlphaScreen, human. Microphthalmia-associated transcription factor (Homo sapiens), O75030. AlphaScreen MITF homodimerization, bead proximity signal. inhibition, % at 2.6 µM. 0.91% of 650,000 active. AID 1259374, 2018; in the data active = inhibition above about 50%;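 also: 0% = vehicle wells with protein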
FBW7 act: FBW7 E3 ligase activators, primary screen, biochemical, AlphaScreen, human; F-box/WD repeat-containing protein 7 (Homo sapiens), Q969H0; AlphaScreen FBW7–phospho-cyclin E peptide binding, activator screen; normalized activity (activation), % at 26.1 µM; 0.13% of 650,000 active; in the data active = normalized activity above about 1.9%;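 also: purified mutant Fbw7 with reduced substrate affinity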
Target sequence (Q969H0 whole entry, looked up): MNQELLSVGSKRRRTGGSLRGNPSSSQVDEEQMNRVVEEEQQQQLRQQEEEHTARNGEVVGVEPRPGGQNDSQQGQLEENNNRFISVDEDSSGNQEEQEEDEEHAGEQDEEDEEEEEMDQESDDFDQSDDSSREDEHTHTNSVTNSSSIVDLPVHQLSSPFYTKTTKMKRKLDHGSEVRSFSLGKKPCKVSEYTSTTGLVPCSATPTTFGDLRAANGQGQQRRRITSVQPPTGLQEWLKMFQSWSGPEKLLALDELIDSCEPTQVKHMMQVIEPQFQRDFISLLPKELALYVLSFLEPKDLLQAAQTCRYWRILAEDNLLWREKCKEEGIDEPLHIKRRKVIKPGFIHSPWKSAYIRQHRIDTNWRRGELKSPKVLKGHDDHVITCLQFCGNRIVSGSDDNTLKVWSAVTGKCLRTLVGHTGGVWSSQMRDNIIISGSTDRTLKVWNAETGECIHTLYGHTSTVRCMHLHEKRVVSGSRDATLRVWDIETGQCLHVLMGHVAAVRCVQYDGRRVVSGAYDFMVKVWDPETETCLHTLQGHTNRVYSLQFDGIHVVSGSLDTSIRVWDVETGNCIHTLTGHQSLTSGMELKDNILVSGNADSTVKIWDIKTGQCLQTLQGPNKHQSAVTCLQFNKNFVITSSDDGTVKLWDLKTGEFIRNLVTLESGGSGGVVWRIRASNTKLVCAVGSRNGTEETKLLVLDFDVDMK
GPR151 activ: activators of human GPR151, primary screen, cell-based, PathHunter beta-arrestin, luminescence | AID 1508602, 2020 | PathHunter beta-arrestin GPR151 cells | 1% of 650,000 active | activation, % at 11.2 µM; in the data active = activation above about 4.9%;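 also: 0% = median of compound wells and 100% = cells with positive control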
TEAD-YAP block: TEAD-YAP interaction inhibition, primary screen, TEAD-YAP interaction inhibitor project, luminescence, HEK-TIYL cells; TEAD-Gal4/YAP UAS-luciferase luminescence; inhibition, % at 9.12 µM; 1.4% of 640,000 active; AID 1259422, 2018; in the data active = inhibition above about 32%;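 also: 0% = median of test compound wells and 100% = reference inhibitor wells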
* = called active by the depositor; & = joins results of further samples.

SMILES	GPR151 activ	FBW7 act	MITF primary	TEAD-YAP block
CC1(C)CC(=O)c2cnc3c(-c4ccc(Cl)cc4)cnn3c2C1	-0.3	0.2	0	57*
Cc1nc2sc(C(=O)Nc3ccc(F)cc3)c(C)c2c(=O)[nH]1	1.2	0.0	15	-4
CCOC(=O)c1cc(CC)sc1NC(C)=O	-0.9	0.2	23	8
O=C(CSc1nc2ccccc2s1)c1ccc(O)cc1O	-4.4	-0.1	4	-30
Cc1cccc(N(CC(=O)Nc2c(C)cccc2C)S(=O)(=O)c2ccccc2)c1C	0.5	-0.1	8	-4
CCN1C(=O)N(c2ccccc2)S(=O)(=O)c2ccccc21	1.7	-0.1	-10	-9
CCc1n[nH]c(=S)n1/N=C/c1ccccn1	0.5	0.0	5	-1
CCCOc1ccc(-c2nc(SCC(=O)O)n[nH]2)cc1	-1.6	-0.1	2	5
c1ccc2c(c1)nnn2CNc1nccs1	-0.8	0.2	1	-2
COC(F)(C(=O)Nc1sc2c(c1C#N)CCCC2)C(F)(F)F (centres undefined)	1.5	-0.2	4	7
CCCN(CCC)C(=O)c1c(NC(C)=O)sc2c1CCCCC2	1.9	0.1	65*	-10
CCc1ccccc1NC(=O)CSc1nc2c(sc(=S)n2-c2ccc(C)cc2C)c(=O)n1-c1ccccc1	1.5	0.0	-8	11
O=C(c1cccc(S(=O)(=O)N2CCOCC2)c1)N1CCCCC1	-1.3	-0.1	-4	-13
COc1ccc(NC(=O)C2CCCN(C(=O)Nc3cccc(OC)c3)C2)cc1 (centres undefined)	0.8	0.0	5	2
CCCCC(=O)Nc1ccccc1-c1nnn(CC(=O)NC2CCCC2)n1	0.9	0.7	4	-8
CC1=C(C(=O)Nc2ccc(C)cn2)C(c2cccs2)C2=C(CCCC2=O)N1 (centres undefined)	-1.0	0.1	-20	-11
COc1cc(/C=C/c2[nH]c(=O)[nH]c(=O)c2[N+](=O)[O-])ccc1OCc1ccccc1	-1.2	0.9	20	-11
Cc1c(C(=O)N(C)c2ccc(F)cc2)sc2nc3n(c(=O)c12)CCCC3	-0.2	-0.1	6	0
C#CCNC(=O)C1CCN(c2nc3ccccc3n2C)CC1	0.9	0.2	-3	-7
Cc1ccc(NC(=O)Cn2c3ccccc3c(=O)c3cc(C)ccc32)c(Br)c1	1.2	0.0	7	4
O=C(c1cc2c(=O)oc3ccccc3c2s1)N1CCCCC1	-1.3	0.1	15	-6
O=C(NCC1CCCO1)c1ccc2c(=O)n(CC3CCCO3)c(SCC(=O)N3CCN(c4ccccc4)CC3)nc2c1 (centres undefined)	0.5	0.1	9	32*
O=C1c2ccccc2C(O)(c2ncc[nH]2)N1C1CCCCC1 (centres undefined)	0.4	-0.1	1	-2
CSc1cccc(NC(=O)CSc2nc3ccc(C)cc3[nH]2)c1	-0.7	-0.1	8	4
CCOc1ccc(OCC)c(NC(=O)CSc2nnc(C3CC3)n2CC)c1	0.6	-0.1	6	-20
CCN(CC)c1ccc([N+](=O)[O-])cc1/C=N/N=C(N)N	-0.1	-0.5	0	-10
CC(C)NC(=O)c1ccc(CN2CCN(c3ccccc3)CC2)cc1	-0.5	0.0	7	-15
COC(=O)c1c(NC(=O)/C=C/c2ccc([N+](=O)[O-])cc2)sc(C)c1C	-0.4	0.0	14	6
COC(=O)c1ccc(-n2nc(C)c(Cl)c2C)cc1	-3.2	0.1	-2	-30
CC1(NC(=S)NC2CCS(=O)(=O)C2)CCS(=O)(=O)C1 (centres undefined)	1.2	-0.1	3	5
O=C(COC(=O)c1cc([N+](=O)[O-])ccc1NCCO)Nc1ccc(F)cc1F	5.6*	-0.1	-1	-17
O=C1CC(NCCC2=CCCCC2)C(=O)N1c1cccc(C(F)(F)F)c1 (centres undefined)	1.4	0.2	-2	5
Cc1ccc(S(=O)(=O)Nc2ccc(Cl)nn2)cc1	1.0	0.0	0	-3
CCCCC1=NN2C(=N)/C(=C/c3ccc(OCCOc4c(C)cccc4C)c(OC)c3)C(=O)N=C2S1	-0.6	0.1	10	-4
Cc1cccc(-n2nc3c(c2NC(=O)C(C)C)CS(=O)(=O)C3)c1C	1.0	-0.1	-10	4
N#Cc1c(N)n(CCc2ccccc2)c(=O)c2cccnc12	-0.7	0.5	-14	-17
COc1ccc(-c2nc(=S)c3c(n2Cc2ccco2)CCCC3)cc1	-1.0	0.1	19	-5
CCOC(=O)C1=C(c2ccccc2)Nc2ncnn2C1c1ccc(Cl)cc1 (centres undefined)	-0.9	-0.2	-1	1
COc1cc(C2C3=C(CC(c4ccccc4)CC3=O)Nc3ccccc3N2C(=O)C(F)(F)F)cc(OC)c1OC (centres undefined)	0.6	-0.1	13	-5
Nc1ccccc1C(=O)Nc1cccc(Cl)c1	-1.8	0.2	8	-49
Cc1c(C(=O)Nc2ccc(S(=O)(=O)N(C)Cc3ccccc3)cc2)cccc1[N+](=O)[O-]	0.9	0.0	12	16
C=CCNC(=O)c1cccc(OC2CCN(C(=O)C3CC3)CC2)c1	1.2	0.0	6	12
CC1=NN(c2ccc(F)cc2)C(=O)/C1=C\c1c(O)n(-c2ccccc2)c(=O)[nH]c1=O	-1.0	0.1	14	-8
CC(=O)Nc1ccc(NS(=O)(=O)c2cccc([N+](=O)[O-])c2)cc1	-0.7	-0.1	1	-4
O=C(CSc1ccc(-c2ccccn2)nn1)Nc1ccccc1F	-4.8	0.1	52*	0
CCOc1c(Br)cc(C2NC(=O)N(C)C(C)=C2C(=O)OC)cc1OC (centres undefined)	1.5	0.0	-19	-10
c1cc(-n2cncn2)cc(Nc2ccc(N3CCOCC3)cc2)n1	0.2	0.4	50	-28
CC1CCCCC12NC(=O)N(CC(=O)Nc1sc3c(c1C(N)=O)CCC3)C2=O (centres undefined)	-0.3	-0.1	6	8
CCOC(=O)C1CCN(S(=O)(=O)c2ccc3[nH]c(=O)c(=O)[nH]c3c2)CC1	0.3	0.3	-1	3
CC(C)c1nnc(C2CCN(C(=O)NCc3cccc4ccccc34)CC2)o1	3.9	2.0*	-2	-3

The list goes on.
SMILES	GPR151 activ	FBW7 act	MITF primary	TEAD-YAP block
CC(C)(C)OC(=O)N1CCN(c2ncnc3nc[nH]c23)CC1	-2.6	0.1	-5	-13
Cn1cnnc1SCC(=O)Nc1ccc(-c2nc3ccc(NC(=O)CSc4nncn4C)cc3[nH]2)cc1	0.2	0.7	6	3
Cc1cc(-c2nnc(NC(=O)C3(c4cccs4)CCCC3)o2)nn1C(C)C	2.5	-0.9	-9	6
COc1ccc(CN2C[C@@H]3C[C@@H](c4cccc(F)c4F)N4CCC[C@@]34C2=O)cc1	-1.9	0.5	22	-2
COc1ccccc1Cc1nc(-c2ccc(OC)c(OC)c2)no1	1.7	0.2	-3	-1
Cc1ccc(CN2CCc3nnc(CNC(=O)c4ccccn4)n3CC2)cc1C	0.6	0.2	20	3
Cc1cccc(C)c1NC(=O)CSc1nnc(/N=C/N(C)C)s1	-0.4	0.3	15	3
CCOC(=O)/N=S(/c1ccc([N+](=O)[O-])cc1)N1CCOCC1 (centres undefined)	3.1	0.0	0	8
O=S(=O)(NC1CCCCCC1)c1ccc(-n2cccn2)cc1	-0.3	0.1	2	9
C=CCn1c2ccccc2c2nnc(SCC(=O)N3CCOCC3)nc21	-0.6	-0.2	6	-4
CCSc1nnc2n(-c3ccccc3)c(=O)c3c4c(sc3n12)CCCC4C (centres undefined)	0.1	-0.1	-10	-5
Cc1ccc(-n2[nH]c(C)c(/C=N/NC(=O)c3ccccc3[N+](=O)[O-])c2=O)cc1C	-2.4	0.7	18	3
COc1cccc(NC(=O)CSc2nc3c(sc(=S)n3-c3ccc(C)cc3C)c(=O)n2-c2ccccc2OC)c1	-0.5	0.0	1	5
O=C(Nc1nc(-c2ccc(F)cc2)cs1)c1ccc(Oc2ccccc2)cc1	1.6	-0.1	-4	3
COCCn1c2ccccc2n2c(=O)n(Cc3ccccc3F)nc12	0.2	0.2	8	1
Cc1cc(C(=O)NN)c(C)n1-c1ccccc1	-0.8	-0.7	-7	-9
Cc1c(C(=O)NCc2ccc(Cl)cc2)sc2ncnc(N3CCN(c4ccccn4)CC3)c12	0.6	0.1	12	3
COc1ccc(C(=S)N2CCCC2)cc1OC	0.3	-0.1	-8	-1
Cc1ccccc1-n1nc2c(c1NC(=O)CC1CCCCC1)CS(=O)(=O)C2	1.1	0.5	0	-1
Cn1c(=O)n(C)c2cc(C(=O)C(=O)c3ccccc3)ccc21	1.0	-0.8	8	5
Cc1nccn1-c1cc(NCCNC(=O)Nc2ccc(F)c(Cl)c2)ncn1	-0.5	0.0	3	78*
Cc1ccc(N=Cc2c(O)n(C)c(=O)[nH]c2=O)cc1	-0.1	-0.1	2	-5
CCOc1ccc(N/C(=C/C(=O)c2ccccc2)C(=O)OC)cc1	1.3	0.3	3	-51
Cc1ccccc1NC(=O)c1ccccc1OCc1ccc(S(=O)(=O)N2CCCC2)o1	2.0	-0.1	-1	-4
CCN(CC)CCCn1c(-c2ccc(Br)cc2)cn2c3ccccc3nc12	1.7	2.2*	20	-3

5 entries drawn at random from those above:
SMILES	GPR151 activ	FBW7 act	MITF primary	TEAD-YAP block
Cc1nc2sc(C(=O)Nc3ccc(F)cc3)c(C)c2c(=O)[nH]1	1.2	0.0	15	-4
CCSc1nnc2n(-c3ccccc3)c(=O)c3c4c(sc3n12)CCCC4C (centres undefined)	0.1	-0.1	-10	-5
CCc1n[nH]c(=S)n1/N=C/c1ccccn1	0.5	0.0	5	-1
CCOC(=O)c1cc(CC)sc1NC(C)=O	-0.9	0.2	23	8
COC(=O)c1ccc(-n2nc(C)c(Cl)c2C)cc1	-3.2	0.1	-2	-30

(next part)
SMILES	GPR151 activ	FBW7 act	MITF primary	TEAD-YAP block
O=C(O)c1ccc(NC(=O)c2ccc(N3C(=O)CCC3=O)cc2)cc1	-0.5	-0.2	1	-4
Cc1ccc(NC(NC(=O)c2cccs2)C(=O)c2ccccc2)cc1 (centres undefined)	-2.2	-0.1	-6	-7
N#C/C(=C\c1ccc(-c2cccc([N+](=O)[O-])c2)o1)C(=O)Nc1ccccc1C(=O)O	-1.1	0.1	12	-8
O=C(Cn1cc2c(n1)CCCCC2)NCc1ccccn1	0.3	-0.3	5	-7
COc1ccc(CCNc2ncnc3ccc(I)cc23)cc1OC	4.0	-0.3	9	74*
O=[N+]([O-])c1ccc(NCC2COc3ccccc3O2)c([N+](=O)[O-])c1 (centres undefined)	0.7	0.0	7	1
Cc1ccc(C2=N/C(=C\c3ccc4ccccc4c3)C(=O)O2)cc1[N+](=O)[O-]	0.5	0.1	3	-12
Cc1cc(C)cc(C(=O)Nc2c3c(nn2-c2ccc(C)cc2C)CS(=O)C3)c1 (centres undefined)	-0.3	-0.2	2	1
COc1ccc(/C=N/n2c(C)nc3sc4c(c3c2=O)CCCC4)c(OC)c1	0.9	-0.2	-13	13
Cc1ccc(C)c(NC(=S)N(C)CCO)c1	0.6	-0.2	-5	-5
COc1cccc(/C=N/Nc2nnnn2-c2cccc3ccccc23)c1	0.7	0.0	8	3
C1CCC(Nc2nc3nonc3nc2N2CCSCC2)C1	-1.6	-0.1	-1	0
COc1ccc(NC(=O)Nc2nnc(C)s2)cc1	0.9	0.1	18	-18
COc1ccccc1CNC(=O)C1CC(=O)N(c2ccc(F)cc2)C1 (centres undefined)	-0.1	0.1	10	12
Fc1cccc(-c2cc3nc4c(c(NCCCN5CCOCC5)n3n2)CCC4)c1	-0.2	0.0	15	-32
CNc1nc(NCCOC23CC4CC(CC(C4)C2)C3)nc(OCC(F)(F)F)n1	-1.8	0.1	12	-6
CSc1nccc(-c2cc(Cl)c3c(c2)CC(CNC(=O)Cc2c(C)noc2C)O3)n1 (centres undefined)	0.8	-0.1	6	-2
COc1ccc(C(=O)OCCN2CCCCC2)cc1OC	0.8	0.1	10	14
CC1CCCCC1NC(=O)CN(C)S(=O)(=O)c1ccc2nc(-c3ccccc3)[nH]c2c1 (centres undefined)	1.4	0.4	54*	26
O=C(Nc1ccc2[nH]ncc2c1)C1CCCN(C(=O)C(O)c2ccc(Cl)cc2)C1 (centres undefined)	0.6&0.9	-0.2&0.0	6&9	13&5

A different layout for part of the listing above.
Values run as follows: GPR151 activ | FBW7 act | MITF primary | TEAD-YAP block
- Cc1cc(C)cc(C(=O)Nc2c3c(nn2-c2ccc(C)cc2C)CS(=O)C3)c1 (centres undefined)
    -0.3 | -0.2 | 2 | 1
- COc1ccc(/C=N/n2c(C)nc3sc4c(c3c2=O)CCCC4)c(OC)c1
    0.9 | -0.2 | -13 | 13
- Cc1ccc(C)c(NC(=S)N(C)CCO)c1
    0.6 | -0.2 | -5 | -5
- COc1cccc(/C=N/Nc2nnnn2-c2cccc3ccccc23)c1
    0.7 | 0.0 | 8 | 3
- C1CCC(Nc2nc3nonc3nc2N2CCSCC2)C1
    -1.6 | -0.1 | -1 | 0
- COc1ccc(NC(=O)Nc2nnc(C)s2)cc1
    0.9 | 0.1 | 18 | -18
